Assay outcomes as filed in PubChem BioAssay.
Pf gamet viab: inhibitors of late stage P. falciparum gametocyte viability. P. falciparum stage V gametocytes, ATP luminescence, 24 h. inhibition, % at 10.9 µM. 150,000 compounds, 0.065% hits;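 active = inhibition above the mean plus 3 SD of compounds within the control limits, set per campaign, cut at about 38% in these data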;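 also: 0% = DMSO wells and 100% = medium only without gametocytes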
Rab2 wt GTP: changes GTP binding to wildtype dog Rab2A, up or down; P61105; GST-Rab2 wt beads, Bodipy-GTP binding, flow cytometry; GTP binding activity, % at 10 µM; 190,000 compounds, 0.19% hits;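 active = GTP binding activity at least 20 points away from 100%, either lowered or raised; inconclusive = signal likely due to the compound's own green fluorescence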;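 also: 0% = beads with excess unlabeled GTP and 100% = no-compound control corrected for plate trend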
Rab7 wt modul: dog Rab7 wildtype GTP binding, inhibitors and activators | GTP binding activity (percent of control), % at 10 µM | 190,000 compounds, 0.055% hits | GST-Rab7 beads, fluorescent GTP binding, flow cytometry; actives lie on both sides; untreated = 100%, excess cold GTP = 0% | AID 758;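 active = fluorescent GTP binding to Rab7 beads changed by at least 20 points from the 100% baseline, either direction, mostly lower; inconclusive = compound itself probably fluorescent, or too few beads counted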;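 also: median green fluorescence of bound Bodipy-FL-GTP per Rab7 bead population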
Mcl-1 Bim block: disrupts Bim peptide binding to human Mcl-1; Q07820; Bead-based flow cytometry, Bim peptide-Mcl-1 binding; inhibition, % at 10 µM; 190,000 compounds, 0.1% hits; in the data active = inhibition above about 40%;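 also: 0% = no compound tracer wells and 100% = peptide blocker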
Target sequence (Q07820 whole entry, looked up): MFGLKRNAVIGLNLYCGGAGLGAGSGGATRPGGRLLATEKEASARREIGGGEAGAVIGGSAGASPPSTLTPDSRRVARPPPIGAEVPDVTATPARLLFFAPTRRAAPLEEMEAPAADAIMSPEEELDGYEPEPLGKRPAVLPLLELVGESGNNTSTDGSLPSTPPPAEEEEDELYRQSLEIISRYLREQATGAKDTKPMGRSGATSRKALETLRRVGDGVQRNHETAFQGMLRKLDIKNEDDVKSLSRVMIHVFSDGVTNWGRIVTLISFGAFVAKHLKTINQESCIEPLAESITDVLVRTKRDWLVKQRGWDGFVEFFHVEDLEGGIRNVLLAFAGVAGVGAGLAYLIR
Mcl1-Noxa inh: disrupts binding of human Mcl-1 to Noxa peptide | TR-FRET Mcl-1/Noxa peptide binding, 2 h | AID 1022 | 220,000 compounds, 1.5% hits | inhibition, % at 21.7 µM;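 active = compounds that cut the protein-peptide binding signal by more than 50% relative to plate controls in a single-dose test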;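 also: His-tagged Mcl-1 with rhodamine Noxa BH3 peptide and terbium anti-His antibody; 0% = Mcl-1 plus Noxa peptide wells and 100% = peptide-only wells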
Rac1 mut GTP: alters GTP binding to activated mutant human Rac1 | percent activity (GTP binding), % at 10 µM | GST-Rac1 activated beads, fluorescent GTP binding, flow cytometry; actives lie on both sides; 100% means binding = to untreated wells | 190,000 compounds, 0.11% hits;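 active = GTP binding at least 20 percentage points away from the 100% baseline, in either direction, so actives lie on both sides; inconclusive = Compound likely fluorescent itself, or too few beads counted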
Cdc42 wt: human Cdc42 wildtype GTP binding change, either direction; GST-Cdc42 beads, Bodipy-GTP binding, flow cytometry; actives lie on both sides; percent activity (GTP binding), % at 10 µM; 190,000 compounds, 0.2% hits; AID 761;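 active = percent activity GTP binding at least 20 points away from the 100% baseline, either down as inhibitor or up as activator; inconclusive = compound flagged as likely green fluorescent from well-wide comparison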;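 also: median bead fluorescence of bound Bodipy-FL-GTP at 100 nM; 0% = excess unlabeled GTP control and 100% = no compound control; below 100% means less GTP binding so inhibitor and above means activator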
Target sequence (P60953 whole entry, looked up): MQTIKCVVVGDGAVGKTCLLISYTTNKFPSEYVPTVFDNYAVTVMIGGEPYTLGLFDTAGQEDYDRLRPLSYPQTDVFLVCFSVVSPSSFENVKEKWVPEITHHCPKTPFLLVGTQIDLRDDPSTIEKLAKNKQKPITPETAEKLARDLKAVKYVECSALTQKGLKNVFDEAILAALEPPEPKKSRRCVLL
Avidin fluor: avidin bead compound fluorescence profile. 220,000 compounds, 0.38% hits. AID 1775. fluorescence (KMESF) at 10 µM. Avidin beads, compound fluorescence 488/530 nm, flow cytometry; stronger effect = higher value; in the data active = fluorescence above about 47; also: inactives centre near 10
Mcl1-Bid inh: Mcl-1/Bid interaction inhibition; inhibition, % at 21.7 µM; Q07820; 220,000 compounds, 0.97% hits; AID 1021; TR-FRET Mcl-1/Bid-Dy647 peptide binding, 1536-well;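 active = compounds that cut the binding signal by more than half at the single screening dose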;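 also: His-tagged Mcl-1 with europium anti-His antibody binding Bid BH3 peptide; 0% = Mcl-1 plus peptide wells and 100% = peptide-only wells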
Rac1 wt GTP bind: human Rac1 wildtype GTP binding, inhibitors and activators. 190,000 compounds, 0.27% hits. GTP binding activity (% of control), % at 10 µM. P63000. GST-Rac1 beads, fluorescent GTP binding, flow cytometry; actives lie on both sides; 0 = cold GTP competed, 100 = untreated. AID 757;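 active = GTP binding activity at least 20 points away from the 100% control level, either lower or higher; inconclusive = compound flagged as likely green fluorescent, judged across all proteins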
HRas wt GTP: modulators of GTP binding to human HRas wildtype; GST-Ras wt beads, Bodipy-FL-GTP binding, flow cytometry; actives lie on both sides; AID 759; GTP binding activity, % at 10 µM; 190,000 compounds, 0.14% hits; P01112;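 active = GTP binding activity at least 20% away from the 100% baseline, either lowered as inhibitor or raised as activator; inconclusive = flagged as likely green fluorescent, judged across all proteins in the well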;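 also: 0% = unlabeled GTP competition control and 100% = no-compound control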
Target sequence (P01112 whole entry, looked up): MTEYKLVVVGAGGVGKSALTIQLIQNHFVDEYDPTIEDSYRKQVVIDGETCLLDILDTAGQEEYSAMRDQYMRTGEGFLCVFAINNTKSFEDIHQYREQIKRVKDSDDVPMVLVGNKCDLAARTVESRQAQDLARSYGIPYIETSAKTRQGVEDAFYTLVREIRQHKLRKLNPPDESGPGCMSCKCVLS
Starred values were filed as active, the others as inactive; ? = inconclusive; . = not tested or not shown; & = joins results of further samples. Outcome played no part in choosing rows; any-hit rate near 2.7%.

SMILES | Pf gamet viab | Rab2 wt GTP | Rab7 wt modul | Mcl-1 Bim block | Mcl1-Noxa inh | Rac1 mut GTP | Cdc42 wt | Avidin fluor | Mcl1-Bid inh | Rac1 wt GTP bind | HRas wt GTP
O=c1[nH]c2ccc(Cl)cc2c(O)c1Cc1ccccc1 | -9 | ? | ? | 0 | 7 | ? | ? | 12 | -17 | ? | ?
COc1cc(/C=C(\C#N)C(=O)NC2CCCCC2C)ccc1OS(=O)(=O)c1ccc(C)cc1 (configuration not stated) | -3 | 101 | 97 | -3 | -1 | 98 | 92 | 21 | -8 | 100 | 100
Cc1nc(C)c(NC(=O)N2CCc3ccccc32)cc1NC(=O)N1CCc2ccccc21 | -8 | 89 | 93 | -2 | 13 | 92 | 88 | 5 | -13 | 88 | 91
CCOc1ccc(C(=O)CC(=O)C(=O)NCCc2ccc(OC)c(OC)c2)cc1 | -6 | 99 | 100 | 0 | -40 | 100 | 95 | 12 | -61 | 100 | 102
CNc1oc(Cc2cccc3ccccc23)nc1C#N | -22 | 99 | 97 | -2 | 8 | 98 | 101 | 6 | -8 | 100 | 99
CCNC(=O)/C(C#N)=C/c1c(N2CCOCC2)nc2ccccn2c1=O | 2 | 101 | 97 | -2 | 4 | 103 | 105 | 11 | -15 | 108 | 103
O=C(Nc1nc(-c2ccc(S(=O)(=O)N3CCOCC3)cc2)cs1)c1ccccc1 | 4 | 86 | 91 | 6 | -68 | 91 | 85 | 28 | -88 | 89 | 88
O=C(Cc1ccc(Cl)cc1)N1CCN(C(=O)c2ccco2)CC1 | . | 104 | 104 | -2 | 8 | 101 | 102 | 40 | -9 | 105 | 105
COC(=O)C1C(O)=C(C(C)=N)C(=O)CC1(C)C (configuration not stated) | 15 | 96 | 102 | 0 | -6 | 98 | 100 | 7 | -31 | 105 | 101
CSCCC(NC(=O)OCc1ccccc1)C(=O)O (configuration not stated) | -5 | 99 | 99 | 1 | 14 | 96 | 98 | 13 | -18 | 103 | 101
CCCCN(C)Cc1c(C)[nH]c2c(Cl)cccc2c1=O | -2 | 104 | 103 | -4 | 6 | 99 | 100 | 10 | 19 | 102 | 98
Cc1nc(N2CCOCC2)nc(OCCN2CCOCC2)c1[N+](=O)[O-] | -7 | 97 | 100 | -9 | -3 | 96 | 101 | 25 | -7 | 100 | 98
Cc1ccc(CC(=O)Nc2ccc(F)c([N+](=O)[O-])c2)cc1C | 12 | 94 | 97 | -1 | 6 | 97 | 97 | 10 | -3 | 100 | 96
Cc1ccc(SCC(=O)Nc2ccc(-c3nnc(-c4ccco4)o3)cc2)cc1 | . | 98 | 103 | 3 | 3 | 95 | 100 | 8 | -5 | 104 | 102
O=c1[nH]c2ccccc2nc1/C=C(\O)c1cccs1 | 3 | 97 | 98 | 1 | -11 | 97 | 96 | 14 | -6 | 99 | 96
CC(C)(C)C(=O)COc1ccccc1[N+](=O)[O-] | -2 | 97 | 103 | -1 | 15 | 94 | 95 | 21 | -13 | 96 | 96
Cc1csc(NC(=O)CSc2nsc(SCC(=O)Nc3nc(C)cs3)c2C#N)n1 | -41 | 98 | 99 | -4 | 16 | 98 | 99 | 30 | 10 | 101 | 99
Cc1ccc(C2C(C(=O)c3ccco3)=C(O)C(=O)N2c2nnc(C)s2)cc1 (configuration not stated) | . | 99 | 102 | -3 | 6 | 96 | 98 | 24 | -57 | 101 | 101
CC1CN(C2CC(C)(C)NC(C)(C)C2)CCC1=O (configuration not stated) | . | 100 | 101 | -2 | -25 | 97 | 102 | 19 | -54 | 102 | 103
Cc1ccc(S(=O)(=O)N2CCN(c3nc(C)nc4sc(C)c(C)c34)CC2)cc1 | . | 95 | 97 | -5 | 17 | 99 | 100 | 10 | -10 | 105 | 100
COc1cccc(C(=O)NCC(=O)OCC(=O)c2ccccc2)c1 | 8 | 97 | 103 | -7 | 17 | 98 | 98 | 0 | -39 | 102 | 100
COc1cccc(-c2nc(CS(=O)(=O)CC(=O)NC3CCCc4ccccc43)c(C)o2)c1 (configuration not stated) | . | 94 | 95 | -2 | 11 | 96 | 95 | 4 | -11 | 99 | 96
C=CCN(c1ccc(Cl)cc1)S(=O)(=O)c1cccc(C(=O)O)c1 | . | 98 | 104 | 0 | 11 | 95 | 90 | 9 | -19 | 95 | 97
CCOC(=O)Cc1csc(SCn2nnc3ccccc3c2=O)n1 | . | 101 | 103 | -6 | -6 | 97 | 100 | 6 | -18 | 105 | 102
COc1ccccc1OCCn1c(=O)sc2ccccc21 | -42 | 98 | 100 | 1 | -6 | 99 | 99 | 7 | -27 | 104 | 98
CCOc1cc(-c2nc(-c3ccc(OC)cc3)no2)cc(OCC)c1OCC | . | 99 | 102 | 0 | 17 | 99 | 97 | 8 | 1 | 100 | 101
Cc1ccc(OCCNC(=O)/C=C/c2ccccc2)cc1 | 9 | 101 | 109 | -2 | -1 | 98 | 99 | 5 | -33 | 101 | 101
O=C(C1CCC(CNc2c(N3CCOCC3)c(=O)c2=O)CC1)N1CCN(c2ccccc2)CC1 (configuration not stated) | . | 100 | 98 | 0 | 14 | 99 | 101 | 9 | -26 | 105 | 100
CC(=O)N1CCc2cc(S(=O)(=O)NC(CC(C)C)C(=O)N3CCc4ccccc4C3)ccc21 (configuration not stated) | -30 | 102 | 100 | 0 | 8 | 102 | 103 | 32 | 1 | 107 | 100
CN(C)/N=C/c1c(O)ccc2ccccc12 | . | 103 | 97 | -3 | 7 | 97 | 99 | 12 | -84 | 99 | 101
COc1ccc(N2C(=O)CCC(C(=O)O)C2c2ccc(F)cc2)cc1 (configuration not stated) | . | 102 | 104 | -1 | 0 | 96 | 103 | 16 | -11 | 98 | 103
CCN(C(=O)CN1CCN(c2cccc(Cl)c2)CC1)c1c(N)n(Cc2ccccc2)c(=O)[nH]c1=O | 9 | 96 | 97 | -2 | 17 | 96 | 101 | 12 | -39 | 99 | 97
O=C(c1cccnc1)N1CCN(C(=O)c2ccco2)CC1 | . | 100 | 100 | 0 | -2 | 98 | 101 | 5 | -10 | 105 | 103
c1ccc(-c2csc(Nc3nc(N4CCOCC4)nc(N4CCOCC4)n3)n2)cc1 | -2 | 100 | 103 | 2 | 7 | 103 | 105 | 6 | -15 | 106 | 103
O=C(NCc1ccc2c(c1)OCO2)C(=O)Nc1ccccc1 | 12 | 101 | 106 | -2 | 14 | 94 | 99 | 11 | -32 | 98 | 101
CCCCOC(=O)C1[C@H]2C(=O)N(CCc3ccccc3)C[C@]23C=C[C@H]1O3 (some centres not stated) | . | 99 | 97 | -3 | 13 | 98 | 100 | 5 | 8 | 100 | 99
CCN(CC)c1ccc(NC(=O)c2ccccc2F)cc1S(=O)(=O)Nc1ccccc1OC | -18 | 96 | 100 | -14 | 4 | 95 | 98 | 6 | -61 | 100 | 99
O=C(O)C1C2C=CC(O2)C1C(=O)NCCC1=CCCCC1 (configuration not stated) | . | 97 | 95 | -9 | 34 | 97 | 104 | 33 | -3 | 106 | 97
CCSc1nc2ccccc2[nH]1 | 17 | 105&96 | 108&94 | -3&-1 | 5&4 | 98&94 | 104&98 | 13&6 | -13&27 | 105&94 | 105&98
CCCCNC(=O)C(=O)NCCCn1ccnc1 | . | 98 | 95 | 0 | 7 | 99 | 101 | 9 | -13 | 104 | 96
C=CCn1c(SCC(=O)Nc2ncc(Cc3ccc(Br)cc3)s2)nnc1-c1ccncc1 | 9 | 97 | 99 | 0 | 10 | 95 | 103 | 10 | 2 | 102 | 101
Nc1ccn(Cc2cccc(F)c2)n1 | . | 101 | 105 | -3 | 5 | 98 | 98 | 10 | -5 | 103 | 100
CCOC(=O)c1ccc(CSc2n[nH]c(C)n2)o1 | 14 | 101 | 102 | 2 | 0 | 99 | 102 | 6 | -11 | 103 | 101
O=C(Nc1ccc(-c2nc3ccccc3o2)cc1)C1CCCO1 (configuration not stated) | -6 | 99 | 100 | 0 | 15 | 98 | 101 | 13 | 4 | 100 | 100
COc1ccc(C2CC(Cn3cc(C#N)c(=O)n(C)c3=O)ON2C)cc1 (configuration not stated) | 4 | 100 | 105 | 0 | 22 | 94 | 94 | 5 | -1 | 97 | 96
COc1ccc(CCNC(=O)CSc2nnc(Cn3c(=O)sc4ccccc43)n2C)cc1OC | . | 99 | 103 | 0 | 6 | 99 | 104 | 28 | -5 | 106 | 102
C/C(=C\C(=O)C(F)(F)F)Nc1ccc(C(F)(F)F)cc1 | . | 101 | 103 | 0 | 42 | 100 | 101 | 13 | -15 | 102 | 102
Cc1ccc2cc(C3C(C#N)=C(N)Oc4c3ccc3cccnc43)c(=O)[nH]c2c1 (configuration not stated) | . | 98 | 98 | 0 | 17 | 99 | 100 | 17 | -122 | 101 | 100
CSCCC(Nc1nc2ccccc2s1)C(=O)O (configuration not stated) | -23 | 99 | 99 | 0 | -3 | 98 | 101 | 5 | 3 | 102 | 101
Cc1ccc(O)c(C(=O)c2cnc3c(c2)CN(CCC(C)C)C(=O)N3)c1 | 4 | 102 | 100 | -1 | -1 | 100 | 102 | 14 | 4 | 103 | 101
Cc1cc(C)nc(NS(=O)(=O)c2ccc(-n3cccc3)cc2)n1 | -19 | 101 | 103 | -2 | -1 | 97 | 104 | 7 | -28 | 106 | 102
Cc1ccccc1Nc1c(N)c(=O)oc2ccccc12 | 28 | 98 | 101 | -2 | 9 | 97 | 99 | 11 | -136 | 100 | 99
Cc1cccc2c1N(CCCOc1ccccc1)C(=O)C2=O | . | 98 | 98 | -2 | 4 | 97 | 99 | 6 | -7 | 98 | 98
COc1cccc2sc(N3CCN(c4nc5ccccc5s4)CC3)nc12 | . | 94 | 94 | 1 | 29 | 97 | 95 | 22 | -32 | 97 | 97
COCCn1c(C)cc(C2=NNC(=NC(C)(C)C)SC2)c1C | 14 | 96 | 95 | 1 | 13 | 96 | 96 | 11 | -19 | 102 | 97
O=C(CCC1COc2ccccc2O1)Nc1ccc(Cl)cn1 (configuration not stated) | 4 | 92 | 95 | -1 | 12 | 95 | 94 | 9 | 5 | 92 | 96
CCCCCc1ccc(-c2ccc(/C=C/C(N)=O)cc2)nc1 | 5 | 101 | 102 | 14 | -8 | 98 | 100 | 7 | -9 | 100 | 99
COc1ccc(S(=O)(=O)c2nnn(-c3cccc(OC)c3)c2N)cc1 | -3 | 103 | 105 | -3 | -12 | 98 | 101 | 14 | -29 | 102 | 102
CCn1c(=O)c(C(=O)NCc2cccnc2)c(O)c2ccccc21 | -12 | 97 | 100 | -1 | -33 | 99 | 98 | . | -19 | 103 | 99
CCC(=O)Nc1ccc(NC(=O)c2c(C)nc3ccccn23)cc1 | . | 96 | 96 | -2 | 13 | 97 | 100 | 8 | -4 | 97 | 98
